RNase H inhibition = RNase H inhibition, HIV 1 Gag Pol polyprotein, FRET biochemical assay, screening (AID 372) | inhibition, % at 10 µM; hits with a dose series show IC50 in µM | actives 0.77% (n = 100,000) | HIV-1 RT RNase H, FRET RNA/DNA substrate fluorescence; higher % means a stronger effect; in the data active = inhibition above about 50%
Numbers without * were called inactive. The list is partial (hit frequency here may not be typical).

SMILES | RNase H inhibition
COc1cc(/C=N/n2cnnc2)cc(I)c1OCCOc1ccc(C(C)(C)C)cc1 | 11%
COC(=O)c1ccc(Cl)c(NC(=O)C23CC4CC(C)(CC(C)(C4)C2)C3)c1 | 22%
Cc1ccc(N(CC(N)=O)S(=O)(=O)c2ccccc2)c(C)c1 | 3%
CCc1ccc2oc(-c3cccc(NC(=O)c4cc([N+](=O)[O-])ccc4Cl)c3)nc2c1 | 11%
CNS(=O)(=O)c1ccc(N2CCCC2=O)cc1 | 7%
CC/C(C)=N/NC(=O)c1cc(Br)cc(Br)c1O | 2%
Oc1ccc(Br)cc1C=Nc1ccc(Cl)cc1Cl | 12%
Cc1ccc(-c2nc3ccccc3s2)cc1NC(=O)c1cccc(Cl)c1 | 26%
N#CC1=C(N)Oc2c(c(=O)[nH]c3ccccc23)C1c1ccc(F)c(F)c1 (stereo not drawn) | 2%
O=C(NCCc1ccccc1)C(=O)NC1CCCC1 | 14%
C=CCc1cc(/C=C2\C(=O)NC(=O)N(c3ccc(C)cc3)C2=O)cc(OC)c1OCC(=O)OC | 14%
CSC1=C(C#N)C(c2cccc(Oc3ccccc3)c2)CC(=O)N1 (stereo not drawn) | 16%
O=C(CN1CCSCC1)N/N=C/c1ccc2ccccc2c1 | 18%
O=C(NCCNc1ccc(Cl)cc1[N+](=O)[O-])c1ccc(F)cc1 | 2%
CCc1cccc(C)c1NC(=O)C(CC)c1ccccc1 (stereo not drawn) | 17%
COc1ccc(N(C(=O)c2ccccc2F)C2C=CS(=O)(=O)C2)cc1 (stereo not drawn) | 8%
CC(C)(C)C(=O)Nc1cccc(-c2nnc(-c3ccco3)o2)c1 | 3%
O=C(Nc1nc2ccc3ccccc3c2s1)c1cccc(Cl)c1 | 5%
Cc1ccc(C(=O)Nc2ccccc2C)cc1 | 2%
Cc1ccc(N=Cc2ccc(O)cc2)cc1F | 17%
O=C(Nc1ccc(O)cc1C(=O)O)c1ccccc1Br | 4%
C=CCn1c(COc2ccc(Cl)cc2)nnc1SCC(=O)O | 8%
COc1ccccc1OCc1ccoc1C(=O)O | 0%
C/C(=N\NC(=O)C1CCCN(S(=O)(=O)c2ccccc2)C1)c1cccnc1 (stereo not drawn) | 13%
Cc1ccccc1C1C(C#N)=C(N)OC2=C1C(=O)CC(C)(C)C2 (stereo not drawn) | 2%
NC(=O)c1cccc(N=Cc2cc([N+](=O)[O-])ccc2O)c1 | 0%
Cc1[nH]c(=O)[nH]c(=O)c1N(CCO)CCO | 5%
CC(C)C(=O)NNC(=O)c1ccco1 | 4%
COc1cc(C(=O)N2CCN(Cc3ccc(C(F)(F)F)cc3)CC2)cc(OC)c1OC | 0%
Clc1ccc(-c2noc(CCc3ccccc3)n2)cc1 | 5%

Quoted at random: two entries already listed.
SMILES | RNase H inhibition
C/C(=N\NC(=O)C1CCCN(S(=O)(=O)c2ccccc2)C1)c1cccnc1 (stereo not drawn) | 13%
Oc1ccc(Br)cc1C=Nc1ccc(Cl)cc1Cl | 12%

Additional entries
SMILES | RNase H inhibition
O=S1(=O)CC(S(=O)(=O)c2ccccc2)C(S(=O)(=O)c2ccccc2)C1 (stereo not drawn) | 0%
O=C(/C=C/c1ccc(OC2CSC2)cc1)c1ccccc1 | 29%
O=C1Nc2ccc(S(=O)(=O)NNc3ccc([N+](=O)[O-])cc3)c3cccc1c23 | 26%
COc1ccc(/C=C/C(=O)Nc2ccc(OC)c(OC)c2)cc1 | 20%
C(=Nc1ccccc1-c1ccccc1N=Cc1c[nH]c2ccccc12)c1c[nH]c2ccccc12 | 0%
CC(=O)C1=C(O)C(=O)N(CC2CCCO2)C1c1ccc(Cl)cc1 (stereo not drawn) | 4%
COC(=O)C1=C(C)NC(=S)NC1c1cccc(Cl)c1 (stereo not drawn) | 1%
CN1C(=O)C2Cc3c([nH]c4ccccc34)C(c3cccc(Cl)c3Cl)N2C1=S (stereo not drawn) | 1%
C=CCc1cccc(/C=N/NC(=O)c2cc(-c3ccccc3)n[nH]2)c1O | 10%
CC(=O)N/C(=C/c1ccccc1)C(=O)Nc1ccc(I)cc1 | 4%
CC(C)(C)N1C(=O)c2ccc(C(=O)Nc3ccc(C(=O)O)cc3)cc2C1=O | 0%
C=C(C)c1cccc(C(C)(C)NC(=O)N2CCc3ccccc32)c1 | 9%
Brc1ccc(OCCCCn2ccnc2)cc1 | 15%
Brc1cc2c(cc1/C=N/Nc1nc(Nc3ccccc3)nc(Nc3ccccc3)n1)OCO2 | 23%
COc1ccc(-n2c(SCC(=O)Nc3ccc(C)cc3)nc(O)c(Cc3ccccc3)c2=O)cc1 | 0%

Ordered by length of the SMILES (descending): part of the list above.
SMILES | RNase H inhibition
COc1ccc(-n2c(SCC(=O)Nc3ccc(C)cc3)nc(O)c(Cc3ccccc3)c2=O)cc1 | 0%
C(=Nc1ccccc1-c1ccccc1N=Cc1c[nH]c2ccccc12)c1c[nH]c2ccccc12 | 0%
O=C1Nc2ccc(S(=O)(=O)NNc3ccc([N+](=O)[O-])cc3)c3cccc1c23 | 26%
Brc1cc2c(cc1/C=N/Nc1nc(Nc3ccccc3)nc(Nc3ccccc3)n1)OCO2 | 23%
CN1C(=O)C2Cc3c([nH]c4ccccc34)C(c3cccc(Cl)c3Cl)N2C1=S (stereo not drawn) | 1%
O=S1(=O)CC(S(=O)(=O)c2ccccc2)C(S(=O)(=O)c2ccccc2)C1 (stereo not drawn) | 0%
C=CCc1cccc(/C=N/NC(=O)c2cc(-c3ccccc3)n[nH]2)c1O | 10%
CC(=O)C1=C(O)C(=O)N(CC2CCCO2)C1c1ccc(Cl)cc1 (stereo not drawn) | 4%
C=C(C)c1cccc(C(C)(C)NC(=O)N2CCc3ccccc32)c1 | 9%
COc1ccc(/C=C/C(=O)Nc2ccc(OC)c(OC)c2)cc1 | 20%
O=C(/C=C/c1ccc(OC2CSC2)cc1)c1ccccc1 | 29%
Clc1ccc(-c2noc(CCc3ccccc3)n2)cc1 | 5%
CC(C)C(=O)NNC(=O)c1ccco1 | 4%

The listing continues.
SMILES | RNase H inhibition
CCOC(=O)c1c(NC(=O)c2ccccc2OC)sc2c1CCCCC2 | 14%
COC(=O)c1c(C)oc2ccc(OCc3ccc([N+](=O)[O-])cc3)cc12 | 22%
Cc1cc(C)cc(OCCOc2ccc(Cl)cc2/C=C2\SC(=S)N(C)C2=O)c1 | 25%
O=C(Nc1c[nH]c(=O)[nH]c1=O)c1ccccc1Cl | 0%
NC(=O)c1cc(NC(=O)COc2ccc(F)cc2)cc(C(N)=O)c1 | 7%
O=C(Nc1ccc(Oc2ccccc2)cc1)c1cc([N+](=O)[O-])ccc1N1CCOCC1 | 25%
Cc1ccc(S(=O)(=O)N2c3ccccc3C(Nc3ccccc3)CC2C)cc1 (stereo not drawn) | 4%
Cc1[nH]c2ccccc2c1/C=C/c1nc2ccccc2c(=O)n1Cc1ccccc1 | 6%
CC(C)(C)OC(=O)N1N=C(c2ccccc2)CC1(O)C(F)(F)F (stereo not drawn) | 6%
CCOc1cccc(NC(=O)/C(C#N)=C\c2cc(C)n(-c3ccc(C(=O)OC)cc3)c2C)c1 | 1%
O=C(N/N=C/C(Br)=C/c1ccccc1)c1cccs1 | 21%
CCOC(=O)C1=C(c2ccccc2)S/C(=C2/C(=S)C(C)(C)N(C(=O)C(F)(F)F)c3ccc(OC)cc32)S1 | 14%
O=C(Nc1cccc(F)c1)c1ccc(I)cc1 | 4%
O=C(NCc1cccc(F)c1)c1c(O)c2ccccc2[nH]c1=O | 4%
COc1ccccc1N=Cc1c(O)n(-c2ccccc2OC)c(=O)[nH]c1=O | 2%
CCOc1ccc(N2C(=O)CC(NCCNc3ccc([N+](=O)[O-])cn3)C2=O)cc1 (stereo not drawn) | 5%
COc1ccccc1/C=N/NC(=O)C(C)Oc1ccc(Cl)cc1 (stereo not drawn) | 9%
Cc1cc(I)ccc1NCC(=O)NN | 0%
CCC(=O)Nc1nc(C)c(-c2csc(Nc3ccc(S(=O)(=O)Nc4cc(C)on4)cc3)n2)s1 | 11%
O=[N+]([O-])c1cc2c(cc1CN1CCN(c3ccccc3F)CC1)OCO2 | 14%
COc1cc(C(=O)Nc2ccc(Br)cc2)ccc1OCc1ccc(Cl)cc1 | 13%
CCCCCc1ccc(-c2ccc(-c3noc(CCC)n3)cc2)cc1 | 13%
CCOc1ccccc1NC(=O)CSc1ccccn1 | 22%
O=C(NC(=S)NNc1ccccc1)c1cc2ccccc2oc1=O | 12%
C=CC(=O)NC(NC(=O)C=C)c1ccc(OC)c(OC)c1 | 0%
Cc1cc(C)nc(N/N=C/c2cc3c(cc2Br)OCO3)n1 | 9%
COc1ccccc1N1C(=O)CC(Nc2ccccc2)C1=O (stereo not drawn) | 8%
COC(=O)COc1ccc(/C=C2\C(=O)NC(=O)N(c3ccc(OC)cc3)C2=O)cc1OC | 10%
COc1ccccc1NC(=O)C1CN(S(=O)(=O)c2ccccc2)CCN1S(=O)(=O)c1ccccc1 (stereo not drawn) | 22%
C/C(=N\NC(=O)CCC(=O)Nc1ccc(Cl)cc1C)c1ccc(C)cc1 | 6%
O=C1C(=Cc2ccccc2[N+](=O)[O-])C(=O)N(c2ccccc2)C(=O)N1c1ccccc1 | 11%
O=C1c2ccccc2C(=O)c2c(NC(=O)C3CC3(c3ccccc3)c3ccccc3)cccc21 (stereo not drawn) | 15%
CCOc1ccc(C(=O)Nc2ccc(-c3nc4ccccc4[nH]3)cc2)cc1Cl | 9%
O=S(=O)(O)c1cccc(NNc2ccc(Nc3ccccc3)cc2)c1 | 4%
CCc1ccc(/C=C2/NC(=O)NC2=O)cc1 | 0%
O=C(O)c1ccccc1SCc1ccc2c(c1)OCO2 | 9%
O=C(O)c1cccc([N+](=O)[O-])c1C(=O)Nc1ccc(Cl)cn1 | 13%
CCOCCOC(=O)c1ccc(NC(=O)c2cncc(Br)c2)cc1 | 7%
COc1cc(/C=C2\C(=O)NN(c3ccccc3)C2=O)ccc1OS(=O)(=O)c1ccccc1 | 10%
Clc1ccc(N=Cc2c[nH]c3ccccc23)cc1 | 0%
COc1ccc(/C=C2/N=C(c3ccc(C)cc3)OC2=O)cc1Br | 10%
O=C1CSC(c2ccccc2F)N1Cc1ccccc1 (stereo not drawn) | 8%
Nc1nnc(CSCc2ccccc2)s1 | 8%
O=C(Nc1ccccc1C(=O)NCCO)c1ccccc1Cl | 4%
COc1cc(C2C3=C(Nc4c2c(=O)n(C)c(=O)n4C)c2ccccc2C3=O)cc(OC)c1OC (stereo not drawn) | 0%
COc1ccc(Cl)cc1C(=O)NCc1ccccn1 | 14%
CCOC(=O)C1C(=O)N(C(=O)c2cncc(Br)c2)CC1c1ccccc1 (stereo not drawn) | 0%
CC1=C(C(=O)OCCOC(C)C)C(c2ccc(Cl)cc2)NC(=O)N1 (stereo not drawn) | 11%
COc1ccc(/C=N\N(C)c2nc(-c3ccccc3)cc(-c3ccccc3)n2)c(OC)c1 | 25%
COc1cc(OCc2ccccc2)ccc1/C=N/NC(=O)COc1ccc(Cl)cc1Cl | 21%
O=C(Cc1ccccc1)Nc1ccc2nn(-c3ccc(Cl)cc3)nc2c1 | 37%
COc1ccccc1NC(=O)Nc1nnc(-c2ccccc2SCc2ccccc2F)s1 | 10%
Cc1ccc(NC(=O)C(=O)N/N=C/c2cccs2)cc1 | 6%
O=C(c1cc2n(n1)C(C(F)(F)F)CC(c1cccs1)N2)N1CCN(C(c2ccccc2)c2ccccc2)CC1 (stereo not drawn) | 6%
O=C(O)CSCCCN1C(=O)c2cccc3cccc(c23)C1=O | 16%
Cc1cccc(C(=O)NC(=S)Nc2ccc3oc(-c4cccc(Cl)c4Cl)nc3c2)c1 | 31%
CC(=O)Oc1ccc(N2C(=O)c3ccc(-c4nc5ccccc5c(=O)o4)cc3C2=O)cc1 | 0%
CC(=O)Nc1ccc(N/C=C(\C#N)c2nc(-c3ccc(CC(C)C)cc3)cs2)cc1 | 1%
O=C(N/N=C/c1cccc(Oc2ccc([N+](=O)[O-])cc2[N+](=O)[O-])c1)c1ccccn1 | 10%
O=C(Nc1nc(-c2ccc3ccccc3c2)cs1)c1ccc(Cl)s1 | 12%

(continued)
SMILES | RNase H inhibition
COc1ccc(/C=C(\NC(=O)c2ccco2)C(=O)N2CCOCC2)cc1 | 0%
CCOC(=O)c1c(NC(=O)c2cc(Br)ccc2Cl)sc2c1CCCC2 | 16%
CCOC(=O)C1=C(O)/C(=C/c2ccc(Cl)c(Cl)c2)SC1=Nc1ccccc1 | 0%
Cc1ccccc1OCC(=O)Nc1ccc2c3c(cccc13)CC2 | 0%
O=C1N=C(c2ccccc2)S/C1=C\c1ccc(-c2ccc([N+](=O)[O-])cc2Cl)o1 | 20%
Cc1cc(C(=O)N/N=C/c2ccc(C(C)(C)C)cc2)n[nH]1 | 14%
Cc1ccc([N+](=O)[O-])cc1N=Cc1ccc(Cl)cc1 | 3%
CC(C)OC(=O)N1C2C=CC(C2)C1(C(F)(F)F)C(F)(F)F (stereo not drawn) | 13%
CCOc1ccc2nc(NC(=O)CCCCC(=O)O)sc2c1 | 0%
O=C1C(=O)N(c2nccs2)C(c2ccccc2)/C1=C(/O)c1ccc(Cl)cc1 (stereo not drawn) | 2%
COc1ccc(C2(CNC(=O)c3ccccc3)CCCC2)cc1OC | 5%
O=C1NN(c2ccccc2)C(=O)/C1=C/c1cc([N+](=O)[O-])c(Cl)cc1Cl | 32%
CCCSc1nc2c(c(=O)n1-c1ccc(OC)cc1)C1(CCCCC1)Cc1ccccc1-2 | 19%
Cc1ccc(N2CCN(/N=C\c3ccccn3)CC2)cc1 | 5%
C=C(C)Cn1c(SCc2ccc(Cl)c(Cl)c2)nc2sc3c(c2c1=O)CC(C)(C)OC3 | 0%
O=C1C2CC=C(c3ccccc3)CC2C(=O)N1c1ccc(Br)cc1 (stereo not drawn) | 5%
COc1ccc(C2/C(=C(/O)c3ccc(C)cc3)C(=O)C(=O)N2c2ccccn2)cc1 (stereo not drawn) | 8%
Oc1ccccc1/C=N/c1nc2ccc(Br)cc2s1 | 1%
Cc1ccc2oc(-c3cccc(NC(=S)NC(=O)c4ccccc4C)c3)nc2c1 | 16%
CCCCOc1ccc(C(=O)Nc2nc3ccccc3n2C)cc1 | 8%

Screening results as filed in PubChem BioAssay.
